TcdB GH inh: TcdB glycohydrolase inhibition | P18177 | TcdB glycohydrolase enzymatic assay, plate reader | inhibition, % at 9.99 µM | 350,000 compounds, 0.24% hits | AID 652162; in the data active = inhibition above about 10%
Target sequence (P18177 whole entry, looked up): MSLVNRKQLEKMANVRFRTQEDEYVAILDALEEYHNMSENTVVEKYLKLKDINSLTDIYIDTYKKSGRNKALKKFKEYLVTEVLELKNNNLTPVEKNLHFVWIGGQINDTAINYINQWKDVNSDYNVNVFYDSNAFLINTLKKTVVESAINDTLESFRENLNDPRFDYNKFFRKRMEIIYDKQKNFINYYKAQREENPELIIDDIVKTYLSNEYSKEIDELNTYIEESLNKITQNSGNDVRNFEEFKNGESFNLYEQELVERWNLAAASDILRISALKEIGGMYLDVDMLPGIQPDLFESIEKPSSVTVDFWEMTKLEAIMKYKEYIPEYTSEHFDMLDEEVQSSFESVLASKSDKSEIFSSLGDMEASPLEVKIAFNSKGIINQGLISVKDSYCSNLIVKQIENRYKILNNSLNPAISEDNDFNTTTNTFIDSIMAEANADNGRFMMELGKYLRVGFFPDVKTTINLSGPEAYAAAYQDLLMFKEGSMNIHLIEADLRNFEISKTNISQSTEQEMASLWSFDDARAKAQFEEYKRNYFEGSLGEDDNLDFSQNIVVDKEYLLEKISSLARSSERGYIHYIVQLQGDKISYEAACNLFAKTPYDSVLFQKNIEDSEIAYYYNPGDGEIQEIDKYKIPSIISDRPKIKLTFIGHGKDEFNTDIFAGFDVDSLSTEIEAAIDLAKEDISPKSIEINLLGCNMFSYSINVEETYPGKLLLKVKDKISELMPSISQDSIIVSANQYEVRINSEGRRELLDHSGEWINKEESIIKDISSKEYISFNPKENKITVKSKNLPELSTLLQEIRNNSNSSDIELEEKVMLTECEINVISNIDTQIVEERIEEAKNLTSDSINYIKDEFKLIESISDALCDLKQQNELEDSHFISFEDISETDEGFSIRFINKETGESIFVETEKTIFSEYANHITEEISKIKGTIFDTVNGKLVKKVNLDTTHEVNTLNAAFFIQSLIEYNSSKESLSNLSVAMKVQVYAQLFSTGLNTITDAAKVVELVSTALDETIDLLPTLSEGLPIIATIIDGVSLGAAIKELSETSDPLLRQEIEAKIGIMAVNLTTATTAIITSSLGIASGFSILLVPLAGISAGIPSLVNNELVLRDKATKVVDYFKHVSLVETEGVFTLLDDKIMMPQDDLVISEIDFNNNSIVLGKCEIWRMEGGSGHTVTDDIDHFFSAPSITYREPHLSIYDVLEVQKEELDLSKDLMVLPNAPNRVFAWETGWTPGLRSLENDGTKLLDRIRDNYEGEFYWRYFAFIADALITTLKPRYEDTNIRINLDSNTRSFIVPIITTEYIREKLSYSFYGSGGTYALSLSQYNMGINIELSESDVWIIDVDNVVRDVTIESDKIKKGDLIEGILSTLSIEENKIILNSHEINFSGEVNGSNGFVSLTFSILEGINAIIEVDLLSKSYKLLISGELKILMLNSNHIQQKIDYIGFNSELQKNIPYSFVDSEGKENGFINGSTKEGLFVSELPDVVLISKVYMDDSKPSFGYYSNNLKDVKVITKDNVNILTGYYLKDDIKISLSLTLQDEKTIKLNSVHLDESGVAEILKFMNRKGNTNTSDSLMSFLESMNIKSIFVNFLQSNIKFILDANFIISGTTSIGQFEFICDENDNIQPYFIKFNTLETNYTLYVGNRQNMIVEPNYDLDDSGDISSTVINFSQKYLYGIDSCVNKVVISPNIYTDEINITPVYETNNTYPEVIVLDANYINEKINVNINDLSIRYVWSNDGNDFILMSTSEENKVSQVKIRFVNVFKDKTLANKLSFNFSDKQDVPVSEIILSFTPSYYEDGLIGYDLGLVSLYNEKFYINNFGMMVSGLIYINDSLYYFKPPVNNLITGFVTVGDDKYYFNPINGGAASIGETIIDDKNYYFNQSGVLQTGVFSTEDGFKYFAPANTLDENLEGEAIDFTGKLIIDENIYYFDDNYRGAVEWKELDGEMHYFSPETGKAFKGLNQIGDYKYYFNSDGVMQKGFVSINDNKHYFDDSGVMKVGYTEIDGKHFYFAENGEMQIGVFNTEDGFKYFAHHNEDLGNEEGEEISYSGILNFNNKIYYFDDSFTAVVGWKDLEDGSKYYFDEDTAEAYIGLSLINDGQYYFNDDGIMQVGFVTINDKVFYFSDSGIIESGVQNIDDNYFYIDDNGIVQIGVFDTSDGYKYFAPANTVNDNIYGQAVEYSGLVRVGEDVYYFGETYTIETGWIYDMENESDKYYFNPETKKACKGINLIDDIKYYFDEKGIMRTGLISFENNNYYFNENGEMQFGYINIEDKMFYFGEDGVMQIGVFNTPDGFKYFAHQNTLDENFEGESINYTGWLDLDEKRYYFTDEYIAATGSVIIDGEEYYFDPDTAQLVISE
Active calls of the source: *. The list is partial (hit frequency here may not be typical).

SMILES	TcdB GH inh
C[C@H]1CN([C@@H](C)CO)C(=O)c2cc(NC(=O)CCN3CCOCC3)ccc2O[C@H]1CN(C)Cc1ccncc1	-0.1
COc1ccc(NC(=O)N(C)C[C@H]2Oc3ccc(NC(=O)NC(C)C)cc3C(=O)N([C@H](C)CO)C[C@H]2C)cc1	-0.5
O=C(C[C@@H]1CC[C@H]2[C@@H](COC[C@@H](O)CN2CC2CCOCC2)O1)NCC1CC1	-1.1
C/C=C/c1ccc([C@H]2[C@H](CO)N3CCCCN(S(=O)(=O)c4ccc(F)cc4)C[C@@H]23)cc1	-0.2
O=C(Cc1ccccc1)N[C@@H]1CC[C@H](CC(=O)N2CCOCC2)O[C@H]1CO	-7.9
COc1ccc(S(=O)(=O)Nc2ccc3c(c2)C(=O)N([C@@H](C)CO)C[C@H](C)[C@@H](CN(C)Cc2ccc(C(=O)O)cc2)OCCCC[C@H](C)O3)cc1	-2.0
C[C@@H]1CN([C@@H](C)CO)S(=O)(=O)c2ccc(C#CC3CC3)cc2O[C@H]1CN(C)Cc1ccccc1	-0.3
C[C@@H]1CN([C@H](C)CO)C(=O)c2cc(C#CC3CCCC3)cnc2O[C@H]1CN(C)C(=O)C1CCCCC1	2.5
CCS(=O)(=O)N1CCC2(CC1)CN(Cc1ccccc1OC)[C@H](CO)c1c2c2ccc(OC)cc2n1C	0.2
CC(=O)N1CC(=O)N2[C@H](C1)[C@@H](c1ccc(-c3ccc(C)cc3)cc1)[C@@H]2CO	-0.2
O=C(C[C@@H]1CC[C@H](NC(=O)c2cccc(F)c2)[C@@H](CO)O1)Nc1nccs1	-0.7
C[C@@H]1CN([C@@H](C)CO)C(=O)c2cc(NC(=O)CCN3CCOCC3)ccc2O[C@H]1CN(C)S(=O)(=O)c1ccc(F)cc1	-5.0
C[C@H](CO)N1C[C@H](C)[C@@H](CN(C)C(=O)CN(C)C)Oc2cc(C#Cc3ccccc3)ccc2S1(=O)=O	2.5
CCCc1ccc(-c2cc(NC(=O)Cc3c[nH]c4ccccc34)ccc2Nc2cccnc2)cc1	0.9
CN1C(=O)c2cc(NC(=O)C3CCOCC3)ccc2OC[C@H]2O[C@@H](CC(=O)NCC3CC3)CC[C@@H]21	0.5
C[C@@H]1CN([C@H](C)CO)S(=O)(=O)c2ccc(-c3cccnc3)cc2O[C@@H]1CN(C)CC1CCOCC1	-0.5
C[C@@H]1CN([C@H](C)CO)C(=O)c2cc(C3=CCCC3)cnc2O[C@@H]1CN(C)C(=O)Nc1cccc(F)c1	0.1
O=S(=O)(N[C@H]1CC[C@@H](CCn2cc(-c3cccnc3)nn2)O[C@H]1CO)c1ccccc1	-0.3
C[C@@H]1CN([C@H](C)CO)C(=O)c2cc(-c3ccccc3F)cnc2O[C@@H]1CN(C)C(=O)C1CCCCC1	-0.9
C[C@@H]1CN([C@H](C)CO)C(=O)Cc2cc(NC(=O)Cc3cn(C)c4ccccc34)ccc2O[C@H]1CN(C)C(=O)NC1CCCCC1	-0.3
C[C@@H]1CN([C@@H](C)CO)C(=O)c2c(c3ccccc3n2C)-c2ccccc2CO[C@@H]1CN(C)S(C)(=O)=O	0.1
C[C@H](CO)N1C[C@H](C)[C@H](CN(C)Cc2ccc(Oc3ccccc3)cc2)Oc2ccc(NC(=O)Nc3cccc4ccccc34)cc2C1=O	1.2
O=C(C[C@@H]1C[C@H]2c3cc(NC(=O)c4ccc5c(c4)OCO5)ccc3O[C@H]2[C@@H](CO)O1)NCc1ccccn1	1.4
CC(=O)N1CCC(C(=O)N2c3ccccc3N=C(c3ccc(C(F)(F)F)cc3)C2C(=O)NC(C)(C)C)CC1 (configuration not stated)	-0.3
O=C(C1CCOCC1)N1[C@H](CO)[C@H]2c3ccccc3NC[C@H]21	-5.5
Cc1cccc(-c2ccc([C@H]3[C@@H](CO)N4CCCCN(C(=O)c5ccncc5)C[C@H]34)cc2)c1	0.1
C[C@@H]1CN([C@@H](C)CO)C(=O)c2cccc(NC(=O)Nc3ccccc3)c2O[C@@H]1CN(C)S(=O)(=O)c1cn(C)cn1	0.0
COc1ccc(S(=O)(=O)N(C)C[C@H]2Oc3c(NC(=O)C4CCOCC4)cccc3C(=O)N([C@H](C)CO)C[C@H]2C)cc1	0.4
COc1ccc(CN(C)C[C@H]2OCCCC[C@H](C)Oc3ccc(NC(=O)Nc4ccc(OC)cc4)cc3C(=O)N([C@H](C)CO)C[C@H]2C)cc1	0.3
COc1cccc(-c2cnc3c(c2)C(=O)N([C@@H](C)CO)C[C@@H](C)[C@@H](CN(C)Cc2ccccc2)O3)c1	-4.1
C[C@H](CO)N1C[C@H](C)[C@@H](CN(C)Cc2ccc(C(F)(F)F)cc2)OCCCC[C@H](C)Oc2ccc(NC(=O)NC3CCCCC3)cc2C1=O	-1.8
O=C(CC(F)(F)F)N1C[C@H]2[C@@H](c3ccccc31)[C@H](CO)N2C(=O)Cc1cccnc1	-1.7
O=C(C[C@H]1CC[C@@H]2[C@H](COC[C@H](O)CN2Cc2ccncc2)O1)NCc1ccccc1Cl	-1.0
C[C@H]1CCCCO[C@H](CN(C)C(=O)c2ccncc2)[C@@H](C)CN([C@@H](C)CO)C(=O)c2cc(NS(=O)(=O)c3ccccc3)ccc2O1	0.2
CCCNC(=O)N(C)C[C@@H]1Oc2ncc(C#C[C@@H](C)O)cc2C(=O)N([C@H](C)CO)C[C@@H]1C	3.4
C[C@@H]1CN([C@@H](C)CO)C(=O)c2cc(NS(=O)(=O)c3ccc(Cl)cc3)ccc2O[C@H]1CN(C)CC1CCCCC1	0.9
O=C(NC1CCCC1)[C@@H]1N[C@@H]2c3ccc(-c4cccc(F)c4)c(=O)n3C[C@@H]2[C@H]1CO	1.5
O=C(C[C@H]1C=C[C@@H](NC(=O)CN2CCOCC2)[C@@H](CO)O1)NC1CCC1	-0.3
C[C@H](CO)N1C[C@H](C)[C@H](CN(C)C(=O)c2ccccc2)Oc2cc(C#CC3CC3)ccc2S1(=O)=O	-1.1
C[C@H](NC(=O)C[C@H]1CC[C@H](NC(=O)C2CCOCC2)[C@H](CO)O1)c1ccccc1	0.5
C[C@@H]1CN([C@H](C)CO)C(=O)c2cc(NC(=O)Cn3cnnn3)ccc2O[C@@H]1CN(C)S(=O)(=O)c1ccc(Cl)cc1	-2.9
O=C(c1ccccn1)N1CC2(C1)[C@@H](c1ccccc1)[C@@H](CO)N2Cc1ccc(F)cc1	0.1
O=C(Nc1ccc2c(c1)[C@@H]1C[C@H](CC(=O)N3CCOCC3)O[C@H](CO)[C@@H]1O2)c1cccnc1	-2.3
CC(C)NC(=O)Nc1ccc2c(c1)C(=O)N([C@@H](C)CO)C[C@@H](C)[C@H](CN(C)CC1CC1)OCCCC[C@@H](C)O2	-0.9
C/C=C/c1ccc([C@H]2[C@H](CO)N3CCCCN(C(=O)Nc4ccc(F)cc4)C[C@@H]23)cc1	-0.5
C[C@H]1CN([C@@H](C)CO)C(=O)c2c(c3ccccc3n2C)-c2ccccc2CO[C@H]1CN(C)C(=O)NC1CCCCC1	0.1
C[C@@H](NC(=O)C[C@H]1CC[C@H](NC(=O)CN2CCOCC2)[C@H](CO)O1)c1ccccc1	-0.4
C[C@@H]1CN([C@@H](C)CO)C(=O)Cc2cc(NC(=O)CCCCCC(=O)Nc3ccccc3N)ccc2O[C@H]1CN(C)CC1CC1	-0.3

Rewritten field by field: entries from further up.
C[C@H](NC(=O)C[C@H]1CC[C@H](NC(=O)C2CCOCC2)[C@H](CO)O1)c1ccccc1
  TcdB GH inh: 0.5

C[C@@H]1CN([C@H](C)CO)C(=O)c2cc(NC(=O)Cn3cnnn3)ccc2O[C@@H]1CN(C)S(=O)(=O)c1ccc(Cl)cc1
  TcdB GH inh: -2.9

O=C(c1ccccn1)N1CC2(C1)[C@@H](c1ccccc1)[C@@H](CO)N2Cc1ccc(F)cc1
  TcdB GH inh: 0.1

O=C(Nc1ccc2c(c1)[C@@H]1C[C@H](CC(=O)N3CCOCC3)O[C@H](CO)[C@@H]1O2)c1cccnc1
  TcdB GH inh: -2.3

Following part
SMILES	TcdB GH inh
COCC(=O)N1[C@H](CO)[C@H](c2ccc(-c3ccccc3OC)cc2)C12CN(C(C)=O)C2	0.2
Cc1noc(C)c1NC(=O)Nc1cccc2c1O[C@H](CN(C)S(C)(=O)=O)[C@@H](C)CN([C@@H](C)CO)C2=O	-0.4
C[C@@H]1CCCCO[C@@H](CN(C)C(=O)NC2CCCCC2)[C@H](C)CN([C@H](C)CO)C(=O)c2cc(NC(=O)NC3CCCCC3)ccc2O1	-1.5
O=C(N[C@@H]1CC[C@H](CCNC(=O)c2ccccc2F)O[C@H]1CO)c1cnccn1	-0.4
CCC(=O)N1[C@H](C(=O)NC2CCCC2)[C@@H](CO)[C@@H]2Cn3c(cccc3=O)[C@@H]21	-7.1
Cc1ccc(S(=O)(=O)N(C)C[C@H]2Oc3ccc(NS(=O)(=O)c4cccs4)cc3C(=O)N([C@H](C)CO)C[C@H]2C)cc1	0.9
O=C(C1CCOCC1)N1[C@@H]2CNc3ccccc3[C@@H]2[C@@H]1CO	-2.5
C[C@H](CO)N1C[C@H](C)[C@H](CN(C)C)Oc2ccc(NS(C)(=O)=O)cc2CC1=O	-0.7
Cc1noc(C)c1S(=O)(=O)Nc1ccc2c(c1)C(=O)N([C@H](C)CO)C[C@@H](C)[C@H](CN(C)Cc1ccc(C(=O)O)cc1)OCCCC[C@@H](C)O2	-0.3
CO[C@@H]1CN(C)C(=O)c2ccc(NC(=O)Nc3ccccc3F)cc2OC[C@H](C)N(Cc2ccccc2C(=O)O)C[C@H]1C	-1.1
O=C(Nc1ccc2c(c1)[C@@H]1C[C@H](CC(=O)N3CCCCC3)O[C@@H](CO)[C@@H]1O2)C1CCOCC1	-0.2
O=C(C[C@H]1CC[C@@H](NC(=O)C2CCOCC2)[C@@H](CO)O1)Nc1ccccc1	-1.0
CC(C)NC(=O)Nc1ccc2c(c1)C(=O)N([C@@H](C)CO)C[C@@H](C)[C@H](CN(C)C(=O)Nc1ccc(C(F)(F)F)cc1)O2	0.5
O=C(C[C@H]1C[C@@H]2c3cc(NC(=O)Nc4ccccc4F)ccc3O[C@@H]2[C@@H](CO)O1)NCC1CC1	1.0
C[C@H](CO)N1C[C@H](C)[C@H](CN(C)Cc2ccc(F)cc2)Oc2ncc(-c3cccc(C#N)c3)cc2C1=O	1.0
COc1ccc(S(=O)(=O)N(C)C[C@H]2Oc3ccc(NS(C)(=O)=O)cc3C(=O)N([C@@H](C)CO)C[C@@H]2C)cc1	0.8
CCCC#Cc1ccc([C@@H]2[C@@H](CO)N(C(=O)C3CCCC3)[C@H]2C#N)cc1	-7.9
O=C1CN(S(=O)(=O)c2ccccc2)C[C@@H]2[C@@H](c3ccc(Br)cc3)[C@H](CO)N12	0.8
CO[C@H]1CN(C)C(=O)c2cc(NC(=O)c3nc4ccccc4s3)ccc2OC[C@H](C)N(Cc2cccnc2)C[C@H]1C	1.4
C[C@@H]1CN([C@@H](C)CO)C(=O)c2cc(-c3cncnc3)cnc2O[C@@H]1CN(C)C(=O)Cc1ccccc1	-8.6
O=C(NCc1ccc(F)cc1)[C@@H]1C[C@@H]2C(=O)N3CCC[C@H]3C(=O)N2[C@@H]1c1cccc(OCCO)c1	0.3
C[C@H]1CN([C@@H](C)CO)C(=O)c2cc(NS(C)(=O)=O)ccc2O[C@@H]1CN(C)Cc1ccc2c(c1)OCO2	0.7
CN1c2ccc(-c3cccc(C#N)c3)cc2[C@@H]2[C@@H](CCN2C(=O)NC2CCCC2)[C@@H]1CO	-0.5
C[C@H](O)C#Cc1ccc2c(c1)O[C@H](CN(C)C(=O)C1CCCCC1)[C@H](C)CN([C@H](C)CO)S2(=O)=O	-0.7
C[C@H](CO)N1C[C@H](C)[C@H](CN(C)Cc2ccc(-c3ccccc3)cc2)Oc2ccc(NC(=O)c3ccncc3)cc2C1=O	1.6
Cc1noc(C)c1S(=O)(=O)Nc1ccc2c(c1)C(=O)N([C@@H](C)CO)C[C@@H](C)[C@@H](CN(C)S(=O)(=O)c1c(C)noc1C)OCCCC[C@@H](C)O2	-2.8
O=C(Cc1cccnc1)N1CC(=O)N2[C@H](CO)[C@H](c3ccc(C4=CCCCC4)cc3)[C@@H]2C1	-0.7
O=C(c1ccc2c(c1)OCO2)N1CC(=O)N2[C@H](CO)[C@@H](c3ccc(C#CCC4CCCC4)cc3)[C@H]2C1	0.9
Cc1ccc(S(=O)(=O)N(C)C[C@@H]2Oc3ccc(NC(=O)Nc4c(C)noc4C)cc3C(=O)N([C@@H](C)CO)C[C@H]2C)cc1	2.0
O=C(CN1CCOCC1)N[C@H]1CC[C@H](CCn2cc(C3CCCCC3)nn2)O[C@H]1CO	-0.9
O=C(NCC1CC1)[C@@H]1[C@@H](CO)[C@@H]2Cn3c(cccc3=O)[C@H]1N2C(=O)c1cccnc1	-13
CCNC(=O)C[C@H]1CC[C@@H]2[C@H](COc3ccc(NC(=O)c4cccs4)cc3C(=O)N2C)O1	0.7
C[C@@H]1CN([C@H](C)CO)C(=O)c2cc(NC(=O)Nc3ccccc3)ccc2O[C@@H](C)CCCCO[C@@H]1CN(C)S(=O)(=O)c1cccs1	0.0
C[C@H]1CN([C@@H](C)CO)S(=O)(=O)c2ccc(-c3ccc(F)cc3)cc2O[C@@H]1CN(C)S(C)(=O)=O	0.3
COc1cccc(-c2cn(CC[C@H]3CC[C@H](NC(=O)CN(C)C)[C@H](CO)O3)nn2)c1	-0.7

In another format: results already given.
C[C@H]1CN([C@@H](C)CO)S(=O)(=O)c2ccc(-c3ccc(F)cc3)cc2O[C@@H]1CN(C)S(C)(=O)=O
  TcdB GH inh = 0.3
O=C(NCC1CC1)[C@@H]1[C@@H](CO)[C@@H]2Cn3c(cccc3=O)[C@H]1N2C(=O)c1cccnc1
  TcdB GH inh = -13
O=C(CN1CCOCC1)N[C@H]1CC[C@H](CCn2cc(C3CCCCC3)nn2)O[C@H]1CO
  TcdB GH inh = -0.9
C[C@H](CO)N1C[C@H](C)[C@H](CN(C)Cc2ccc(-c3ccccc3)cc2)Oc2ccc(NC(=O)c3ccncc3)cc2C1=O
  TcdB GH inh = 1.6
